Screening results as filed in PubChem BioAssay.
GAA inhib = qHTS Assay for Inhibitors of Human alpha-Glucosidase as a Potential Chaperone Treatment of Pompe Disease; purified human GAA, 4-MU-alpha-glucoside fluorescence; Potency, µM (doses to about 76.9 µM), without a hit: at the top dose activity change, negative = inhibition, actives largely listed as inhibitors; 0.005% of 200,000 active;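 further: potency means the concentration at half of the fitted maximal effect; plate controls were uninhibited enzyme wells for no effect and no-enzyme background for full effect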
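Fluorogenic assay: 4 nM human alpha-glucosidase with 400 uM 4-methylumbelliferyl-alpha-D-pyranoside in 50 mM citrate/phosphate, 0.005% Tween-20, pH 5.0, 20 min at room temperature. Compounds tested up to 77 uM; AC50 from Hill fits.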
Lamin A splicing = qHTS Assay for Modulators of Lamin A Splicing. 0.01% of 200,000 active. HeLa LMNA splicing GFP/RFP minigene ratio, 48 h. AID 1487, 2009. Potency, µM (doses to about 46.1 µM), for the others: at the highest dose ratio change, negative = inhibition, usual class: inhibitors; active means well fitted inhibition curve with a large enough effect in the signal ratio, with a control signal flat, not every such curve was filed as active; inconclusive means small, poorly fitted or top-dose-only effect, or effect the other way, or a change in a side signal; the % refers to the signal ratio; further: potency means the concentration at half of the fitted maximal effect; on the % scale 0 is the no-effect control and ±100 the full control effect
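Read-out is the ratio of GFP to DsRed2 object intensity, acquired by 488 nm laser-scanning cytometry on HeLa lamin A-EGFP minigene reporter cells. Compound incubation 48 hrs at 37 °C in Opti-MEM with 2% FBS; DMSO 0.5% final.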
GAA glycogen mod = qHTS Assay for Inhibitors and Activators of Human alpha-Glucosidase Cleavage of Glycogen | Potency, µM (doses to about 76.4 µM), inactives show at the highest dose activity change, negative = inhibition, usual class: inhibitors | 0.38% of 300,000 active | recombinant GAA, glycogen substrate, Amplex Red glucose oxidase fluorescence | Lysosomal alpha-glucosidase (Homo sapiens), P10253;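 further: potency means the concentration at half of the fitted maximal effect; 0% = full enzyme reaction and -100% = no-enzyme basal signal; the screen sought inhibitors and activators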
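Recombinant human enzyme (4 nM); glycogen substrate; 37 C, 40 min, pH 5.0. Readout: coupled glucose oxidase/Amplex Red fluorescence.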
GAA spleen mod = qHTS Assay for Inhibitors and Activators of Human alpha-Glucosidase From Spleen Homogenate; Lysosomal alpha-glucosidase (Homo sapiens), P10253; Potency, µM (titrated, usually from 79.9 µM), for the others: top-dose activity change, negative = inhibition, actives largely listed as inhibitors; 0.006% of 240,000 active; human spleen homogenate, 4-MU-alpha-glucoside fluorescence;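 further: potency means the concentration at half of the fitted maximal effect; 0% = enzyme with vehicle and -100% = no enzyme basal signal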
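Compounds were titrated against alpha-glucosidase in spleen homogenate at pH 5.0, with 1 mM 4-methylumbelliferyl substrate for 40 min at 37 C. Reactions were quenched with pH 10 NaOH/glycine and fluorescence measured.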
HTT cytoprotect = qHTS Multiplex Assay to Identify Dual Action Probes in a Cell Model of Huntington: Cytoprotection (ATP); PC12 HTT-Q103 induced, cytoprotection, ATP luminescence, 40 h; Potency, µM (titrated, usually from 56.4 µM), inactives show cytoprotection (ATP increase), usual class: activators; 0.14% of 230,000 active;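 further: potency means the concentration at half of the fitted maximal effect; % of control where 0% means no effect; nearly all actives have a fitted effect of over 45% in size; toxic huntingtin expression switched on by the ecdysone agonist tebufenozide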
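PC12 cells with ecdysone-inducible HTT exon 1 Q103-GFP, induced with 100 nM tebufenozide and co-treated with library compounds in a dose series (1536-well, 1500 cells/well). Cytoprotection read as ATP content by ATPlite luminescence.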
HTT aggregate = qHTS Multiplex Assay to Identify Dual Action Probes in a Cell Model of Huntington: Aggregate Formation (GFP). 1.1% of 220,000 active. Potency, µM (highest dose often 46.1 µM), for the others: at the top dose activity change, negative = inhibition, most hits filed as inhibitors. PC12 HttQ103-GFP aggregates, Acumen cytometry, 40 h. AID 1688, 2009; further: potency means the concentration at half of the fitted maximal effect; on the % scale 0 is the no-effect control and ±100 the full control effect; nearly all actives have a fitted effect of over 60% in size
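Aggregate formation scored by laser-scanning cytometer (488 excitation, 500–530 emission) in lysed PC12 cells expressing Q103-GFP after 100 nM tebufenozide induction; library tested in dose series, with ATPLite reagent added in the multiplex.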
CBFb-RUNX1 inh = qHTS Assay for Compounds Blocking the Interaction Between CBF-beta and RUNX1 for the Treatment of Acute Myeloid Leukemia; Potency, µM (series often up to 59.8 µM), for the others: at the top dose activity, negative = inhibition, hits mostly inhibitors; AID 1477, 2009; Runt-related transcription factor 1 (Homo sapiens) + Core-binding factor subunit beta …; AlphaScreen CBFb-His/RUNX1-biotin binding, biochemical; 230,000 tested, under 10 active; further: % of control where 0% means no effect
Target sequence (Q01196 whole entry, looked up): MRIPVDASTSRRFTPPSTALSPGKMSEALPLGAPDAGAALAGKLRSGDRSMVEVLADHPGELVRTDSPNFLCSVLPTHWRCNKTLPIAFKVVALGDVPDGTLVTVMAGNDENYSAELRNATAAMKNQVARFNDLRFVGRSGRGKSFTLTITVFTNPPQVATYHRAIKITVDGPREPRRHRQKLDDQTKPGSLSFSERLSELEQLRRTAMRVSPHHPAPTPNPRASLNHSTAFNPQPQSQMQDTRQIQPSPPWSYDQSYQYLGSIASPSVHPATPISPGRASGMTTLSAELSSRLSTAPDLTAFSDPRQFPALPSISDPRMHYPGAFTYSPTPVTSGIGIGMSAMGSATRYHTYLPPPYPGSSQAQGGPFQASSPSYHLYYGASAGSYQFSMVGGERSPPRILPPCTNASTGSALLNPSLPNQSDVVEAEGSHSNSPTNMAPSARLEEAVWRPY
Target sequence (Q13951 whole entry, looked up): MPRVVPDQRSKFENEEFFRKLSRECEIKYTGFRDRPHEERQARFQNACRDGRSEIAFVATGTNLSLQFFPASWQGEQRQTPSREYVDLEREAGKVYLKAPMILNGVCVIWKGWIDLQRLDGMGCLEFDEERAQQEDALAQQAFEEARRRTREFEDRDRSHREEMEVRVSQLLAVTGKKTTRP
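Compounds were screened at multiple concentrations against a preformed CBF-beta(His)/RUNX1(biotin) complex (30 nM of each) for 15 min at room temperature, followed by 90 min with nickel and streptavidin beads and AlphaScreen reading.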
An asterisk follows results filed as active; ? = inconclusive; / = not tested or not shown; [ ] = dose if it differs, or a comment. Unless noted, the call rests on the fitted dose curve; in most records, active means well fitted curve in the direction sought with a large enough effect; inconclusive means small, poorly fitted or top-dose-only effect, or another doubt; inactive means no such curve, though single readings can be large; an effect the other way counts as inactive or inconclusive.

SMILES,HTT aggregate,Lamin A splicing,GAA glycogen mod,GAA inhib,HTT cytoprotect,GAA spleen mod,CBFb-RUNX1 inh
Cc1ccc(NC2=NC3(CCCC3)N=C(N)N2)c(C)c1,12%[9.22 µM],?,-18%,3%,-27%,1%,3%
Cc1[nH]c2ccccc2c1Cc1nnc(SCC(=O)NCc2ccco2)o1,-14%,-3%,-11%,?,-11%,-1%,10%
COc1ccccc1N1CCN(Cc2nc3ccsc3c(=O)[nH]2)CC1,26%,6%,3%,1%,-10%,-2%,0%
Cc1cccc(NC(=O)c2cc(NC(=O)c3ccco3)ccc2N2CCCCC2)c1,-7%,1%,9%,12%,6%[0.074 µM],-16%,4%
O=C(COC(=O)c1cc(S(=O)(=O)N2CCOCC2)ccc1F)c1ccc[nH]1,12%,6%,-2%,-4%,11%[10 µM],0%,-6%
CCCCOc1ccc(NC(=O)Nc2nnc(C)s2)cc1,32%[9.22 µM],/,-10%,-2%,12%[10 µM],1%,4%
CCCCSc1cnn(-c2ccccc2)c(=O)c1SCCCC,-32%,?,0%,-4%,-16%[1.9 µM],-7%,?
O=C(NNc1nc2cc3c(cc2s1)OCO3)c1cccc(F)c1,15%,?,-26%,7%,/,3%,11%[2.36 µM]
CCn1c(C(=O)N2CCC(C(=O)NCc3cccs3)CC2)cc2sccc21,-3%,-6%,-13%,-1%,-34%,0%,6%
Cc1nc2ccc(NC(=O)c3ccc(S(=O)(=O)N(C)c4ccccc4)cc3)cc2s1,?,?,-8%,-6%,1%[10 µM],5%,-11%
CCN1CCCC1Cn1c(-c2ccccc2)nc2c(NCCOC)nc(C)nc21 (centres undefined),/,/,/,/,9%,6%,1%
CCOc1cc(S(=O)(=O)n2ccc(C)n2)ccc1Br,0%,-2%[9.22 µM],-3%,-4%,-40%,-15%,6%
O=C1OC(c2ccc(Cl)cc2)=N/C1=C\c1cccnc1,-8%,-1%,-3%,?,3%,1%,1%
CCOC(=O)C1=C(N2CCCCC2)c2cc3c(n2C1=O)CCCC3,2%,?,-3%,3%,-26%,-7%,-19%
CCn1c(Cc2cccc3ccccc23)nnc1SCC(=O)Nc1nccs1,-10%,-28%,3%,1%,8%[10 µM],2%,-7%
O=C(COc1ccc2ccccc2c1)N1CCCC1,3%,24%,0%,-14%,-13%[1.9 µM],-3%,4%
NC(=O)C(c1ccc(Cl)cc1)c1ccc(Sc2ccccc2)nn1 (centres undefined),?,-2%,5%,?,12%[10 µM],-5%,0%
CCOC(=O)C1(CC2CCCCO2)CCN(Cc2nccn2-c2cccc(C)c2)CC1 (centres undefined),7%,/,-1%,-1%,-14%,-4%,6%
O=C(O)c1ccc(N2CC3CC(C2)c2cccc(=O)n2C3)c(NC(=S)Nc2ccc(Br)cc2)c1 (centres undefined),-17%,/,-4%,0%,?,0%,-2%
O=C(Nc1nnc(Cc2ccc(Cl)cc2)s1)c1cccs1,10%,-7%,1%,8%,-10%[10 µM],0%,5%
Cc1nc(NCCc2ccccc2)c2oc3ccccc3c2n1,7.9µM*,?,2%,-6%,-44%[inhibitor],-6%,-1%
CCO/C=C1/C(=O)N(c2ccc(OC)cc2)C(=O)c2ccccc21,-3%,-13%[9.22 µM],-6%,-10%,-15%,1%,4%
COC(=O)C(C)N=Cc1ccccc1 (centres undefined),-3%,15%[46 µM],6%,-4%,-12%[10 µM],1%,18%
Cc1ccc(NC(=O)C(NC2CCCC2)c2ccccc2)cc1Cl (centres undefined),?,/,0%,-7%,-123%[inhibitor],0%,4%
C[C@H](NC(=O)Nc1cccc(C(F)(F)F)c1)C(=O)O,-8%,-4%,-4%,-7%,1%[10 µM],-5%,6%
Nc1nonc1C(=O)NCCN=Cc1cc(Cc2ccccc2)cc(Br)c1O,?,?,4%,2%,-43%[inhibitor],-1%,3%
Clc1ccc(C2=NN(c3ccccc3)C(c3ccco3)C2)cc1 (centres undefined),-6%[9.22 µM],/,-10%,/,-16%[10 µM],12%,?
COc1ccc(NC(=O)CCSc2ccc3ccccc3n2)cc1,5%,10%,12%,0%,7%[10 µM],-12%,7%
CCCCC1(CC)C(=O)NC(=O)NC1=Nc1ccc(OC)cc1 (centres undefined),-4%,4%,-1%,-2%,-12%,-2%,1%
CCOC(=O)C1=C(C)NC2=C(C(=O)CC(c3cccs3)C2)C1c1cccs1 (centres undefined),26%,?,0%,3%,-20%[10 µM],8%,5%
Cc1cc(C(F)F)n2ncc(C(=O)NC3CCCCCC3)c2n1,8%,14%,3%,8%,5%[10 µM],-16%,8%
O=C(O)c1cccc(-n2cccc2/C=C/[N+](=O)[O-])c1,-9%[9.22 µM],/,1%,/,-7%[10 µM],4%,?
CC(C)C(=O)Nc1ncc(Cc2ccc(Cl)cc2)s1,-28%[9.22 µM],-6%[46 µM],9%,8%,11%[10 µM],2%,11%
CC(C)C[C@H]1COC(c2ccc(Br)cc2)=N1,/,/,/,/,14%,-8%[119 µM],0%[89.1 µM]
COC(=O)CN(c1ccccn1)S(=O)(=O)c1ccccc1,-5%,0%,8%,10%,-8%[10 µM],-7%,-1%
O=C(O)CNS(=O)(=O)c1c(Cl)cccc1Cl,0%[9.22 µM],/,6%,3%[15.4 µM],12%[10 µM],-3%,6%
CCOC(=O)c1c(C)oc2c(CN3CCN(C)CC3)c(Br)c(OC)c(O)c12,6%,15%,-2%,-2%,-24%,0%,-2%
CCOc1ccc(S(=O)(=O)N2CCN(C(=S)NC3CC3)CC2)cc1,5%[9.22 µM],/,5%,-19%,-8%[10 µM],6%,-5%
CCOc1ccccc1NC(=O)C1CC(=O)n2ncnc2N1 (centres undefined),6%,4%,-11%,0%,?,1%,7%
CC(C)CCSc1nc2[nH]ncc2c(=O)[nH]1,6%,12%[46 µM],-7%,-6%,-50%[inhibitor],/,8%
Cc1cccc(N2CCN(C(=O)C34CC5CC(CC(C5)C3)C4)CC2)c1C,-2%,-2%,-4%,-8%,-32%,-4%,0%
CCOC(=O)Nc1oc2ccccc2c(=O)c1CN1CCOCC1,20%,?,6%,-1%,-5%,-2%,0%
O=C(NCCN1CCOCC1)c1ccc(=O)n(Cc2ccc(Cl)cc2)c1,-5%,/,4%,-4%,-21%,3%,4%
NS(=O)(=O)c1ccc(CCNC(=O)c2cc(-c3cccs3)nc3ccccc23)cc1,22%,-13%[46 µM],26%,1%,/,10%,7%
COc1ccccc1/C=C/C=N/NC(=O)c1cnccn1,-1%[9.22 µM],2%[46 µM],3%,0%,14%[10 µM],-5%,-2%
COc1ccc(NC(=O)CN2CCN(S(=O)(=O)c3ccc(F)cc3)CC2)cc1Cl,-26%,-15%,-10%,-9%,20%[10 µM],4%,10%
Cc1ccccc1-n1c(=O)cc(N2CCN(Cc3ccccc3)CC2)[nH]c1=O,8%,-8%,5%,-1%,10%[10 µM],-5%,11%
CCN1CCN(C(=S)Nc2ccc(Cl)c(Cl)c2)CC1,25%,?,-7%,-3%,39%[0.074 µM],-1%,1%

Reprinted at random: 3 compounds from above, in no set order.
SMILES,HTT aggregate,Lamin A splicing,GAA glycogen mod,GAA inhib,HTT cytoprotect,GAA spleen mod,CBFb-RUNX1 inh
O=C(O)CNS(=O)(=O)c1c(Cl)cccc1Cl,0%[9.22 µM],/,6%,3%[15.4 µM],12%[10 µM],-3%,6%
O=C(NCCN1CCOCC1)c1ccc(=O)n(Cc2ccc(Cl)cc2)c1,-5%,/,4%,-4%,-21%,3%,4%
Cc1cc(C(F)F)n2ncc(C(=O)NC3CCCCCC3)c2n1,8%,14%,3%,8%,5%[10 µM],-16%,8%

One compound at a time, from the list above.
Shown for CC(C)C[C@H]1COC(c2ccc(Br)cc2)=N1 → HTT aggregate = /; Lamin A splicing = /; GAA glycogen mod = /; GAA inhib = /; HTT cytoprotect = 14%; GAA spleen mod = -8%[119 µM]; CBFb-RUNX1 inh = 0%[89.1 µM]
Shown for Cc1ccccc1-n1c(=O)cc(N2CCN(Cc3ccccc3)CC2)[nH]c1=O → HTT aggregate = 8%; Lamin A splicing = -8%; GAA glycogen mod = 5%; GAA inhib = -1%; HTT cytoprotect = 10%[10 µM]; GAA spleen mod = -5%; CBFb-RUNX1 inh = 11%
